FBW7 activator – human FBW7 E3 ligase activation, primary screen; AlphaScreen FBW7–phospho-cyclin E peptide binding, activator screen; AID 1259310; Q969H0; 650,000 compounds, 0.13% hits; normalized activity (activation), % at 26.1 µM; in the data active = normalized activity above about 1.9%;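 also: purified mutant Fbw7 with reduced substrate affinity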
TEAD-YAP block – TEAD-YAP interaction inhibition. inhibition, % at 9.12 µM. AID 1259422. HEK-TIYL cells, TEAD-Gal4/YAP UAS-luciferase luminescence. 640,000 compounds, 1.4% hits; in the data active = inhibition above about 32%;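 also: 0% = median of test compound wells and 100% = reference inhibitor wells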
GPR151 activ – activators of human GPR151. 650,000 compounds, 1% hits. PathHunter beta-arrestin GPR151 cells, luminescence. AID 1508602. activation, % at 11.2 µM; in the data active = activation above about 4.9%;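 also: 0% = median of compound wells and 100% = cells with positive control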
Target sequence (Q8TDV0 whole entry, looked up): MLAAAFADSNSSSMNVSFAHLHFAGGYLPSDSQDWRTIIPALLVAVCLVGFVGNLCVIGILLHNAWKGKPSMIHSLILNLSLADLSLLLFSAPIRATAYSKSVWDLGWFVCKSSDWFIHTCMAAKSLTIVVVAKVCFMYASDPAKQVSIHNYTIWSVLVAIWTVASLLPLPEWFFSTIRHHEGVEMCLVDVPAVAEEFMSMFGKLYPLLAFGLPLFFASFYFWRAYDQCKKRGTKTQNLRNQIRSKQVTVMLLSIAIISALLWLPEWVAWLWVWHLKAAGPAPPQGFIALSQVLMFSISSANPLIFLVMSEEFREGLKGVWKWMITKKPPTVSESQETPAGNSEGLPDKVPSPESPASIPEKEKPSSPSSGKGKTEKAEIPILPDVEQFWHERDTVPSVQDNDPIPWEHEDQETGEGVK
MITF primary – blocks human microphthalmia-associated transcription factor. O75030. 650,000 compounds, 0.91% hits. AID 1259374. AlphaScreen MITF homodimerization, bead proximity signal. inhibition, % at 2.6 µM; in the data active = inhibition above about 50%;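 also: 0% = vehicle wells with protein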
Target sequence (O75030 whole entry, looked up): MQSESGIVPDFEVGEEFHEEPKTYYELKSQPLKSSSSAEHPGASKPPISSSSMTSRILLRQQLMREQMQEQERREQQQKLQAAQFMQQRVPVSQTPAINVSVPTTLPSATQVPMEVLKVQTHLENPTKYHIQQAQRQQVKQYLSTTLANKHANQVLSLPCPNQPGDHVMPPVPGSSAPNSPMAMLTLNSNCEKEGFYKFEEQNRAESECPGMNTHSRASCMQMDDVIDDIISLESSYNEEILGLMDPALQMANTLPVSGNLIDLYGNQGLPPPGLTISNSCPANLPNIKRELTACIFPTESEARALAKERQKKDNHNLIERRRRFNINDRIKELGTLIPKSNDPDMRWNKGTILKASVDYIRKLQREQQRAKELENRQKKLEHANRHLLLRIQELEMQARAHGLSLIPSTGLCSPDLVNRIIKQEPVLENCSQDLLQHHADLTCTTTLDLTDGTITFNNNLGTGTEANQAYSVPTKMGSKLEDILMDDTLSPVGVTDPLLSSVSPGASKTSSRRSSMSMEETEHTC
Active calls of the source: *.

Screening COc1ccc(CSc2nnc(N)s2)cc1[N+](=O)[O-] returned FBW7 activator 0.1, TEAD-YAP block -1.1, GPR151 activ -0.4 and MITF primary 1.8.
For O=C(CCN1C(=O)c2ccccc2C1=O)OCC(=O)c1ccc([N+](=O)[O-])cc1 the results were FBW7 activator 0.0, TEAD-YAP block -7.2, GPR151 activ 0.3 and MITF primary -1.5.
Cc1ccc(Nc2nc(-c3ccncc3)cs2)cc1Cl was read as FBW7 activator 0.6, TEAD-YAP block -54.6, GPR151 activ -1.1 and MITF primary 16.1.
Screening Clc1cccc2[nH]c(-c3ccccc3)nc12 returned FBW7 activator -0.1, TEAD-YAP block -42.6, GPR151 activ -5.8 and MITF primary -0.6.
For O=C(c1ccccc1)C(F)C(=O)c1ccccc1 the results were FBW7 activator 0.2, TEAD-YAP block -1.6, GPR151 activ 0.1 and MITF primary 2.3.
`Cc1cccnc1CC(C)Nc1nc2nonc2nc1N(C)C` (stereo unspecified) gave FBW7 activator -0.1, TEAD-YAP block 0.6, GPR151 activ 1.3 and MITF primary 0.4.
`Cc1ccc2cc3c(N)c(C(=O)NCc4cccs4)sc3nc2c1` gave FBW7 activator 0.3, TEAD-YAP block 8.9, GPR151 activ -1.3 and MITF primary 16.3.
`O=C(NCCc1nnc2n1CCN(C/C=C/c1ccccc1)CC2)c1cccnc1` gave FBW7 activator 0.4, TEAD-YAP block -2.1, GPR151 activ 1.4 and MITF primary 4.2.
Screening COCCn1c(SCC(=O)Nc2nc(C)cs2)nc2c(c1=O)SCC2 returned FBW7 activator -0.2, TEAD-YAP block 11.7, GPR151 activ 1.4 and MITF primary 0.6.
`Ic1cccc(Nc2ncnc3ccccc23)c1` gave FBW7 activator 0.0, TEAD-YAP block 2.1, GPR151 activ 0.5 and MITF primary -4.9.
`COC(=O)Cc1ccc(NC(=S)N2CCC(C(N)=O)CC2)cc1` gave FBW7 activator -0.1, TEAD-YAP block 0.5, GPR151 activ -0.3 and MITF primary -2.5.
For CC(C)N(CCNc1cc(-c2ccc(C(=O)NC3CC3)cc2)ncn1)C(C)C the results were FBW7 activator -0.3, TEAD-YAP block -10.5, GPR151 activ 4.2 and MITF primary -10.6.
Screening COc1ccc(C(=O)Oc2coc(CSc3nncn3C)cc2=O)cc1 returned FBW7 activator 0.0, TEAD-YAP block -4.9, GPR151 activ 1.6 and MITF primary -5.2.
CCCCCCNC(=O)c1ccc2c(c1)NC(=O)C(CSCc1cccc(Cl)c1)N2 (stereo unspecified) was read as FBW7 activator 0.1, TEAD-YAP block 12.4, GPR151 activ -0.3 and MITF primary 5.2.
Cc1cc(C)nc(SCC(=O)Nc2nnc(-c3ccccc3)s2)n1 was read as FBW7 activator -0.1, TEAD-YAP block -11.0, GPR151 activ -0.9 and MITF primary -1.6.

The closing 7 records of the section above come first, to join the parts:
Screening COCCn1c(SCC(=O)Nc2nc(C)cs2)nc2c(c1=O)SCC2 returned FBW7 activator -0.2, TEAD-YAP block 11.7, GPR151 activ 1.4 and MITF primary 0.6.
`Ic1cccc(Nc2ncnc3ccccc23)c1` gave FBW7 activator 0.0, TEAD-YAP block 2.1, GPR151 activ 0.5 and MITF primary -4.9.
`COC(=O)Cc1ccc(NC(=S)N2CCC(C(N)=O)CC2)cc1` gave FBW7 activator -0.1, TEAD-YAP block 0.5, GPR151 activ -0.3 and MITF primary -2.5.
For CC(C)N(CCNc1cc(-c2ccc(C(=O)NC3CC3)cc2)ncn1)C(C)C the results were FBW7 activator -0.3, TEAD-YAP block -10.5, GPR151 activ 4.2 and MITF primary -10.6.
Screening COc1ccc(C(=O)Oc2coc(CSc3nncn3C)cc2=O)cc1 returned FBW7 activator 0.0, TEAD-YAP block -4.9, GPR151 activ 1.6 and MITF primary -5.2.
CCCCCCNC(=O)c1ccc2c(c1)NC(=O)C(CSCc1cccc(Cl)c1)N2 (stereo unspecified) was read as FBW7 activator 0.1, TEAD-YAP block 12.4, GPR151 activ -0.3 and MITF primary 5.2.
Cc1cc(C)nc(SCC(=O)Nc2nnc(-c3ccccc3)s2)n1 was read as FBW7 activator -0.1, TEAD-YAP block -11.0, GPR151 activ -0.9 and MITF primary -1.6.
For Cc1c(C)c2ccc(OCC(N)=O)c(C)c2oc1=O the results were FBW7 activator 0.4, TEAD-YAP block -20.4, GPR151 activ -0.4 and MITF primary -4.7.
For COc1cccc(CN2CCNC(=O)C2CC(=O)N(C)Cc2ccno2)c1 (stereo unspecified) the results were FBW7 activator -0.1, TEAD-YAP block -5.1, GPR151 activ -1.3 and MITF primary -10.6.
`O=C(Nc1cc([N+](=O)[O-])ccc1C(=O)O)c1ccc([N+](=O)[O-])cc1` gave FBW7 activator -0.1, TEAD-YAP block 2.3, GPR151 activ 0.6 and MITF primary -8.6.
`CCN1CC=C2C(C#N)=C(N)C(C#N)(C#N)C(c3cccc(Cl)c3)C2C1` (stereo unspecified) gave FBW7 activator 0.0, TEAD-YAP block 3.0, GPR151 activ -0.3 and MITF primary -4.0.
For CCN(CC)C(=O)COc1ccccc1P(=O)(O)O the results were FBW7 activator 0.0, TEAD-YAP block 4.2, GPR151 activ 1.6 and MITF primary 11.1.
`O=C(Nc1ccc(-c2cn[nH]c2)cc1)C1COc2ccccc2O1` (stereo unspecified) gave FBW7 activator 0.4, TEAD-YAP block -36.7, GPR151 activ -0.6 and MITF primary 12.1.
For O=C(CN1C(=O)[C@H]2CCCN2C(=O)c2ccccc21)Nc1ccccc1-c1ccccc1 the results were FBW7 activator 0.2, TEAD-YAP block 6.2, GPR151 activ -0.2 and MITF primary 4.0.
`COc1cc(NC(=O)c2csc(Nc3ccnn3C)n2)cc(OC)c1OC` gave FBW7 activator 0.2, TEAD-YAP block -12.3, GPR151 activ 1.9 and MITF primary 8.0.
For CCc1ccccc1Nc1nc(-c2c(C)nc3ccccn23)cs1 the results were FBW7 activator 0.9, TEAD-YAP block 9.5, GPR151 activ -0.2 and MITF primary 14.2.
For N#CC1(C#N)C(N)=C(C(=O)O)C2=CCCCC2C1c1cccc(C(F)(F)F)c1 (stereo unspecified) the results were FBW7 activator -0.1, TEAD-YAP block -8.2, GPR151 activ 1.6 and MITF primary 18.9.
For O=C(O)COc1ccc(/C=N/NC(=O)C(O)(c2ccccc2)c2ccccc2)cc1 the results were FBW7 activator 0.0, TEAD-YAP block -5.7, GPR151 activ -1.8 and MITF primary 17.1.
O=C(NCc1cccc(C(F)(F)F)c1)c1ccnc(N2CCOCC2)c1 was read as FBW7 activator 0.3, TEAD-YAP block 8.7, GPR151 activ -0.2 and MITF primary 1.7.
C=CCNC(=O)N1CCN(Cc2nc3ccccc3n2Cc2ccccc2)CC1 was read as FBW7 activator -0.4, TEAD-YAP block -12.7, GPR151 activ 1.8 and MITF primary 78.5*.
Cc1cc(Nc2ccccc2)nc(-c2c(C)nn(C)c2C)n1 was read as FBW7 activator 0.1, TEAD-YAP block -28.4, GPR151 activ 0.1 and MITF primary 2.3.
CCOC(=O)Cn1c(=O)n(-c2ccc(Cl)cc2)c(=O)c2c3c(sc21)COC(C)(C)C3 was read as FBW7 activator -0.1, TEAD-YAP block 13.0, GPR151 activ 0.0 and MITF primary -5.3.
`COc1cc(/C=N/NC(=O)c2sc(N)c(C#N)c2C)ccc1O` gave FBW7 activator -0.1, TEAD-YAP block -23.1, GPR151 activ -0.1 and MITF primary 8.9.
For O=C(NCc1nnc(SCC(=O)N2CCCc3ccccc32)n1-c1ccc(F)cc1)c1ccc(S(=O)(=O)N2CCOCC2)cc1 the results were FBW7 activator -0.1, TEAD-YAP block 1.9, GPR151 activ 1.3 and MITF primary -4.5.
COc1ccc(C2C=C(c3cccs3)Nc3ncnn32)c(OC)c1OC (stereo unspecified) was read as FBW7 activator 0.1, TEAD-YAP block 4.5, GPR151 activ -1.2 and MITF primary 6.7.
Screening COc1cc(C(=O)n2nc(C)c(Sc3ccccc3)c2C)cc(OC)c1OC returned FBW7 activator 0.0, TEAD-YAP block 11.0, GPR151 activ -0.3 and MITF primary -2.4.
For COC(=O)c1c(NC(=O)c2ccccc2)sc(C(=O)Nc2ccccc2OC)c1C the results were FBW7 activator 0.0, TEAD-YAP block 1.8, GPR151 activ -0.5 and MITF primary 12.4.
Cc1noc(C)c1-c1cncc(C(=O)Nc2ccccc2)c1 was read as FBW7 activator 0.1, TEAD-YAP block 2.2, GPR151 activ -1.2 and MITF primary 4.1.
`O=C1C=Cc2ccccc2/C1=C/c1nc2n(c1O)CCCCC2` gave FBW7 activator 0.2, TEAD-YAP block 4.9, GPR151 activ 3.8 and MITF primary -11.3.
For O=C(CCCCCN1C(=O)c2cccc([N+](=O)[O-])c2C1=O)NCc1ccccc1 the results were FBW7 activator -0.1, TEAD-YAP block 16.4, GPR151 activ 1.1 and MITF primary -7.3.
Screening Cc1ccc(N2CC(NC(=O)Nc3ccc(Br)cc3F)CC2=O)cc1 (stereo unspecified) returned FBW7 activator -0.1, TEAD-YAP block 0.1, GPR151 activ -0.1 and MITF primary 6.9.
For CCc1ccc(NC(=O)C(C)N(c2ccccc2)S(C)(=O)=O)cc1 (stereo unspecified) the results were FBW7 activator -0.1, TEAD-YAP block 4.5, GPR151 activ 1.4 and MITF primary 2.7.
CCCn1c(=N)c(C(=O)NCCN2CCOCC2)cc2c(=O)n3ccccc3nc21 was read as FBW7 activator -0.1, TEAD-YAP block 5.5, GPR151 activ 2.8 and MITF primary 4.2.
Screening CNc1nc(N2CC(C)OC(C)C2)nc(N)c1[N+](=O)[O-] (stereo unspecified) returned FBW7 activator 0.7, TEAD-YAP block -15.5, GPR151 activ -0.2 and MITF primary 13.6.
For Cc1ccc(NC(=O)c2c[nH]c(=O)n(-c3ccc(C)c(C)c3)c2=O)c(C)c1 the results were FBW7 activator 0.0, TEAD-YAP block -1.4, GPR151 activ -1.1 and MITF primary 3.5.
COc1ccc(S(=O)(=O)N(CC(=O)Nc2ccc(C)c(C)c2)c2ccc(Cl)cc2)cc1 was read as FBW7 activator 0.0, TEAD-YAP block -3.6, GPR151 activ -0.5 and MITF primary 11.4.
`CNC(=O)c1ccccc1Nc1cc(NC(=O)Cc2ccc([N+](=O)[O-])cc2)ncc1C(F)(F)F` gave FBW7 activator -0.2, TEAD-YAP block 78.8*, GPR151 activ 1.4 and MITF primary -7.6.
Screening Cc1ccc(-c2nnc(NC(=O)c3ccc(S(C)(=O)=O)cc3)o2)c(C)c1 returned FBW7 activator 0.1, TEAD-YAP block 12.0, GPR151 activ -1.1 and MITF primary 13.2.
Screening Cc1ncc2c(c1CNC(=O)c1ccco1)CCN(C(=O)C1CC(=O)c3ccccc31)C2 (stereo unspecified) returned FBW7 activator 0.8, TEAD-YAP block -2.2, GPR151 activ 0.7 and MITF primary 18.9.
Screening COc1cc(C)nc(NC(=O)COc2ccc(Cl)cc2C)n1 returned FBW7 activator -0.1, TEAD-YAP block 2.3, GPR151 activ 4.6 and MITF primary -7.4.
COc1ccc(C(=O)N/C(=C\c2ccc([N+](=O)[O-])cc2)C(=O)NC(C)C(=O)O)cc1 (stereo unspecified) was read as FBW7 activator -0.1, TEAD-YAP block -1.8, GPR151 activ 0.3 and MITF primary 6.6.
`COc1ccc(-c2nc(-c3ccccc3)no2)cc1OC` gave FBW7 activator 0.0, TEAD-YAP block -52.2, GPR151 activ -1.5 and MITF primary 5.5.
For Cc1ccc(NC(=S)N(Cc2ccccc2)Cc2cccnc2)cc1 the results were FBW7 activator 0.1, TEAD-YAP block -8.0, GPR151 activ 0.8 and MITF primary -3.0.
Cc1ccccc1C(=O)Nc1cccc(-c2nnc(SCC(=O)N3CCCC3)n2C)c1 was read as FBW7 activator 0.1, TEAD-YAP block -2.1, GPR151 activ -1.1 and MITF primary 4.7.
`COC(=O)N1CCN(Cc2ccc(Cl)c(Cl)c2)CC1` gave FBW7 activator 0.0, TEAD-YAP block -4.7, GPR151 activ 0.3 and MITF primary 8.6.
`O=C1OC(c2ccccc2F)=N/C1=C\c1cccs1` gave FBW7 activator 0.0, TEAD-YAP block -8.7, GPR151 activ 0.2 and MITF primary -12.8.
`O=C(NNC(=O)C12CC3CC(CC(C3)C1)C2)c1cccnc1` gave FBW7 activator 0.0, TEAD-YAP block -2.8, GPR151 activ 1.5 and MITF primary 8.2.
`CCOC(=O)c1sc2nc(SCc3cccc([N+](=O)[O-])c3)n(CCc3ccc(OC)c(OC)c3)c(=O)c2c1C` gave FBW7 activator -0.1, TEAD-YAP block 5.6, GPR151 activ 0.2 and MITF primary 6.4.
For c1ccc2[nH]c(CN3CCCC(c4nc(-c5ccncc5)n[nH]4)C3)nc2c1 (stereo unspecified) the results were FBW7 activator -0.2, TEAD-YAP block 6.8, GPR151 activ -0.3 and MITF primary 1.1.
Screening Cc1ccc2c(c1)N(C(=O)CCl)C(C)(C)CC2C (stereo unspecified) returned FBW7 activator 0.1, TEAD-YAP block 14.9, GPR151 activ -1.2 and MITF primary 2.5.
`O=C(CCc1nnc(Cc2c[nH]c3ccccc23)o1)NCC1CC12CCCCC2` (stereo unspecified) gave FBW7 activator 0.1, TEAD-YAP block 3.3, GPR151 activ 0.9 and MITF primary 6.2.
Cc1cccc(NS(=O)(=O)c2csc(C(=O)Nc3ccccc3)c2)c1 was read as FBW7 activator 0.0, TEAD-YAP block 17.2, GPR151 activ -0.3 and MITF primary 0.0.
`O=C(OC1CCCCC1)c1ccc2c(c1)C(=O)N(c1cccc(Cl)c1Cl)C2=O` gave FBW7 activator 0.0, TEAD-YAP block 2.1, GPR151 activ 0.9 and MITF primary 6.1.
`COc1ccc(CC2(C)OC(c3ccc([N+](=O)[O-])cc3)=NN2C(C)=O)cc1` (stereo unspecified) gave FBW7 activator -0.3, TEAD-YAP block 1.0, GPR151 activ 1.2 and MITF primary 13.2.
